Screening results deposited in PubChem by Broad Institute.
RAD54 branch – blocks human RAD54 Holliday junction branch migration. Q92698. FAM/BHQ fluorescence. inhibition, % at 10.4 µM. actives 0.14% (n = 360,000). AID 602329;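 active means mean normalized replicate activity at least 40 and at least half of replicates scoring 40 or more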;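 further: 0% = median of neutral control wells and 100% = median of positive control wells; inhibitors cause a drop in the FAM fluorescence signal; in these data hits start at about 50%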
ERAP1 HTS inh – inhibitors of human ERAP1 aminopeptidase | Q9NZ08 | recombinant ERAP1, Leu-AMC fluorescence, 60 min | inhibition, % at 10.7 µM | actives 0.15% (n = 340,000) | AID 652197;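 active means mean replicate inhibition of at least 30%, or all replicates individually reaching that 30% level; inactive means mean below 30% and not every replicate reaching it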;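 further: 0% = neutral control wells and 100% = L-leucinethiol positive control wells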
S100A4 MyoIIA – S100A4-myosin IIA interaction inhibition; P26447; S100A4/TAMRA-MyoIIA peptide fluorescence polarization; inhibition, % at 10.7 µM; actives 0.14% (n = 360,000); AID 652163;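 active means mean inhibition of at least 70% across replicates, with every replicate also reaching that level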
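assay system = human S100A4 monomer with TAMRA-labelled myosin IIA peptide | also added = labelled myosin peptide probe, 5 nM | incubation = 5 min between mix addition and reading | control set = DMSO and TFP controls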
esBAF inh – SWI/SNF esBAF complex inhibition. mouse ES cells, Bmi1-luciferase knock-in reporter, 24 h; 100% = twice the neutral-well signal. reporter increase, % at 12.5 µM. actives 2% (n = 350,000); in the data active means activation above about 40%;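 further: 0% = median of the plate's neutral control wells and 100% = double that signal; a rise in the Bmi1 reporter signal indicates esBAF inhibition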
Xi reactivation – reactivates the inactive X chromosome in mouse fibroblasts. XiGFP mouse fibroblasts, % GFP-positive cells imaging, 3 d; cells co-treated with 5-aza-dC sensitizer; scaled so ellipticine positive control = 100%. activation, % at 7.58 µM. actives 0.055% (n = 360,000);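 active means mean normalized replicate activation at least 10% and every replicate at or above 10%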;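 further: 0% = median of on-plate neutral control wells and 100% = ellipticine 6 µM median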
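System: 68-5-11 XiGFP fibroblast line; Timing: 3 days compound exposure; Compound dosing: one concentration, pinned; Benchmarks: positive control ellipticine, 6 µM final; Buffer or medium: DMEM containing 5-aza-dC.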
RAD52 inh – blocks human RAD52 DNA annealing; P43351; recombinant RAD52 DNA annealing, FRET fluorescence; inhibition, % at 18.7 µM; actives 0.46% (n = 360,000); AID 651710;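 active means every replicate showing at least 50% inhibition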
ERp5 inh – ERp5 (human) disulfide isomerase inhibition | AID 651711 | ERp5 insulin aggregation, absorbance 650 nm, 90 min | Q15084 | inhibition, % at 9.99 µM | actives 0.05% (n = 350,000);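 active means mean replicate inhibition above about 25%, with every replicate also reaching it, limit read from the data, passing the limit was not always enough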
Target sequence (Q15084 whole entry, looked up): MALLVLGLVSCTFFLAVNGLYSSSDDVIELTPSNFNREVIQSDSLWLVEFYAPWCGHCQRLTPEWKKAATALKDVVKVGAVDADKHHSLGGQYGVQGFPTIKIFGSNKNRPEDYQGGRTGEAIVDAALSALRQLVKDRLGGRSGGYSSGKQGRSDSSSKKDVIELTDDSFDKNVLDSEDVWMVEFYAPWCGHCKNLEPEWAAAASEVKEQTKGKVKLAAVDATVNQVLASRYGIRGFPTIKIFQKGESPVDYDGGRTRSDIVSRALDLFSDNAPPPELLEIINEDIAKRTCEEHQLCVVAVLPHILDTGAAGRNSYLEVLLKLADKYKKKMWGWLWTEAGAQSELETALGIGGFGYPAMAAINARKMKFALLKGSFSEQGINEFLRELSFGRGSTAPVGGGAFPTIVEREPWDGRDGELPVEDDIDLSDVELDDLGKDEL
E-selectin induc – induces E-selectin expression in human endothelial cells | P16581 | HUVEC E-selectin immunofluorescence imaging; normalized: neutral wells 0, TNF-alpha wells 100 | activation, % at 7.58 µM | actives 0.37% (n = 260,000) | AID 686992;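 active means mean E-selectin-positive cell signal at least 10% of the positive control, reached in at least 60% of replicates, without over 20% cell loss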;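 further: in these data hits start at about 27%; measured in HUVEC primary endothelial cells; signal is the percent of cells scored E-selectin positive by PE staining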
Target sequence (P16581 whole entry, looked up): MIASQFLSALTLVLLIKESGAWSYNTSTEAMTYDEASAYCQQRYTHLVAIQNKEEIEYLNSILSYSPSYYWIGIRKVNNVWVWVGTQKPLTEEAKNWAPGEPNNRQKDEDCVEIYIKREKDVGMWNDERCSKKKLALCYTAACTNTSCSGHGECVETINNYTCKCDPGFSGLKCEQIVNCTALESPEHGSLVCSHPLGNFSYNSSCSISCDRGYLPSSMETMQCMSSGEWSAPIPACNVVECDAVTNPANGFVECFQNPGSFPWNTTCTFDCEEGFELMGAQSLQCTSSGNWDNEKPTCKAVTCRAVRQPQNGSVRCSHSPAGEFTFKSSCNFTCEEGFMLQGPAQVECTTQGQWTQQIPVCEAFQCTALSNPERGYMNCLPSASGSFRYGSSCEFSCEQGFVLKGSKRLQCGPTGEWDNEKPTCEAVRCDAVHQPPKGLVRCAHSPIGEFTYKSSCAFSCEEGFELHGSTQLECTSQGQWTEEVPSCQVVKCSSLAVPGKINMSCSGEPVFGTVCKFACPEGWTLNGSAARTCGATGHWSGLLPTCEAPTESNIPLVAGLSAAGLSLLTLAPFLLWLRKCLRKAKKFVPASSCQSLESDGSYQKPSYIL
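Test system: HUVEC; input: 3,000 HUVEC/well; measured by: immunofluorescence imaging; read-out: % PE-positive cells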
An asterisk follows results filed as active; i = inactive; nt = no result given.

Every second line gives: RAD54 branch	ERAP1 HTS inh	S100A4 MyoIIA	esBAF inh	Xi reactivation	RAD52 inh	ERp5 inh	E-selectin induc
N#C[C@H]1[C@@H](c2ccc(-c3ccncc3)cc2)[C@@H](CO)N1C(=O)Cc1ccccc1
→ 0	-3	-11	7	-0.1	6	-3	0.1
N#Cc1ccc(-c2ccc(C3[C@H]4CNC[C@@H]3N4C(=O)NC3CCCC3)cc2)cc1 (some centres not stated)
→ nt	-1	-17	nt	0.1	40	4	-0.4
COc1ccc(NC(=O)CCCNC(=O)Cn2cnc3sc(C)c(C)c3c2=O)cc1OC
→ 2	0	-4	4	-0.1	2	3	nt
Cc1ccc(-c2nc3c(Cl)cc(Cl)cc3c(=O)n2O)cc1
→ -1	2	-3	6	0.0	-18	4	0.2
O=C(C[n+]1cccc(C(=O)Nc2ccccc2)c1)c1ccc([N+](=O)[O-])cc1
→ 5	1	2	-11	0.4	11	3	nt
COC(=O)C[C@H]1C[C@H]2c3cc(NC(=O)Nc4ccc(F)cc4)ccc3O[C@H]2[C@H](CO)O1
→ -11	nt	nt	-2	0.1	nt	nt	-0.1
CS(=O)(=O)c1nc2c(cc1C#N)CCCC2
→ nt	-1	-1	-3	-0.1	0	-2	1.8
COCCCn1c(SCC(=O)NNC(=O)c2cccc(O)c2)nnc1-c1ccncc1
→ nt	1	3	nt	-0.1	-2	-1	3.8
C[C@@H]1CN([C@@H](C)CO)C(=O)Cc2cc(NC(=O)Nc3cccc4ccccc34)ccc2O[C@H]1CN(C)S(C)(=O)=O
→ 3	2	-5	0	0.1	-9	6	-4.6
COC(=O)CNC(c1ccccc1)c1cc(Br)ccc1NS(=O)(=O)c1ccc(C)cc1 (configuration not stated)
→ 5	-1	-9	-6	0.0	-19	-4	1.0
CCOC(=O)c1sc(N)nc1C(F)(F)F
→ 7	1	-8	nt	0.6	-21	5	0.0
CCOC(=O)N1C2=NC(C(=O)OC)=C(C(=O)OC)[C@@H]3N(C)c4ccccc4[C@]23C[C@H]1C(=O)OC
→ -19	nt	-5	-3	0.0	-19	9	1.5
Cc1cc(-c2ccccc2)n(-c2cc(N/N=C/c3ccccc3O)ncn2)n1
→ 7	-2	-1	nt	0.0	-3	3	0.2
CC(C)CC#Cc1cnc2c(c1)C(=O)N([C@@H](C)CO)C[C@@H](C)[C@H](CN(C)Cc1cncnc1)O2
→ -11	1	-4	2	-0.4	4	6	0.7
CCOc1ccccc1NC(=O)Cn1cnc2c(nnn2-c2cccc(OC)c2)c1=O
→ -3	2	3	-2	0.1	-12	-1	1.8
COC(C[C@@H]1O[C@H]1[C@@H](O)[C@@H](C)OCc1ccccc1)OC
→ 11	0	-3	-4	0.0	-20	-1	-0.3
CSC1=NSC2=NC(=O)/C(=C\c3coc4ccccc4c3=O)C(=N)N12
→ nt	1	-7	nt	0.0	i	0	nt
COCC(=O)N1[C@H](CO)[C@@H](c2ccc(-c3cccc(OC)c3)cc2)C12CN(C(C)=O)C2
→ nt	-2	-8	nt	0.2	-10	-1	0.1
Nc1nc(COc2ccc(F)cc2Cl)nc(N2CCCCC2)n1
→ nt	0	-20	nt	0.0	-9	-1	nt
CCO[C@@H]1OC(C(=O)N2CCCCCCC2)=C[C@H](c2ccc3c(c2)OCO3)[C@H]1CCCO
→ 4	-2	-1	5	-0.1	-16	0	-0.1
CO[C@H]1CN(C)C(=O)c2cc(NC(C)=O)ccc2OC[C@@H](C)N(Cc2ccccc2C(=O)O)C[C@@H]1C
→ -11	-4	2	0	0.3	6	-1	0.1
CN(CC(=O)Nc1c(Cl)cccc1Cl)C(=O)c1cccc(S(=O)(=O)NCc2ccccc2)c1
→ -10	0	-1	2	-0.1	2	1	4.5
COC(=O)c1nc2cc(C)ccn2c1F
→ -4	-2	-4	11	-0.1	-3	0	6.8
Cc1cc(C)n2c(SCC(=O)Nc3cc(S(=O)(=O)N(C)C)ccc3C)nnc2n1
→ -1	2	0	nt	0.1	1	0	-0.1
O=C(CSc1nnc(-c2ccccn2)o1)Nc1ccccc1
→ nt	-2	17	nt	0.0	8	3	nt
C[C@H](CO)N1C[C@H](C)[C@@H](CN(C)Cc2ccc3c(c2)OCO3)Oc2ccc(NS(C)(=O)=O)cc2CC1=O
→ -6	1	0	2	-1.0	1	-8	0.9
COc1ccc(NC(=O)Nc2ccc3c(c2)C(=O)N([C@@H](C)CO)C[C@H](C)[C@@H](CN(C)S(C)(=O)=O)O3)cc1
→ -7	2	17	1	-1.2	0	-7	-0.2
CCOC(=O)N1CCN(c2c(NCCc3ccccc3)c(=O)c2=O)CC1
→ -9	-6	-1	1	-0.1	-6	-3	0.1
C[C@H](NC(=O)N(C)C[C@@H]1OCc2ccccc2-c2ccccc2C(=O)N([C@@H](C)CO)C[C@H]1C)c1ccccc1
→ -4	-1	-6	2	-0.8	-4	3	7.4
CCOc1cccc(C2C(C(=O)c3cccs3)=C(O)C(=O)N2Cc2cccnc2)c1 (configuration not stated)
→ -1	-3	-4	3	0.0	-12	-1	0.9

Among those listed so far, 2 contain a thiophene ring, fused or not:
Every second line gives: RAD54 branch	ERAP1 HTS inh	S100A4 MyoIIA	esBAF inh	Xi reactivation	RAD52 inh	ERp5 inh	E-selectin induc
COc1ccc(NC(=O)CCCNC(=O)Cn2cnc3sc(C)c(C)c3c2=O)cc1OC
→ 2	0	-4	4	-0.1	2	3	nt
CCOc1cccc(C2C(C(=O)c3cccs3)=C(O)C(=O)N2Cc2cccnc2)c1 (configuration not stated)
→ -1	-3	-4	3	0.0	-12	-1	0.9

Following part:
Every second line gives: RAD54 branch	ERAP1 HTS inh	S100A4 MyoIIA	esBAF inh	Xi reactivation	RAD52 inh	ERp5 inh	E-selectin induc
Cn1nccc1C(=O)NC1CCN(Cc2ccccc2)CC1
→ -3	0	0	nt	0.0	-19	-8	nt
CN1CCC(NC(=O)c2cc(-c3cccc(Br)c3)nc3ccccc23)CC1
→ 0	1	-5	-6	0.3	9	7	nt
Cc1ccc(N2C(=O)[C@@H]3C(c4cccnc4)=NO[C@@H]3C2=O)c(C)c1
→ nt	nt	-2	-2	0.3	-10	-10	31*
OCC[C@@H]1C[C@H](O)[C@@H](O)[C@]2(OCc3cc(Cl)ccc32)O1
→ -8	nt	13	11	0.2	-9	7	nt
CCCCNC(=O)c1onc(CSc2cccc(F)c2)c1C(=O)O
→ 0	0	0	9	0.1	-39	-1	-0.1
O=C(Cc1ccccc1)N1C[C@@H]2[C@H](c3ccccc31)[C@H](CO)N2C(=O)c1cccc(F)c1
→ -9	-2	-1	-3	0.3	-13	2	0.7
CCC(=O)c1cc(Br)ccc1OCC(=O)N1CCN(S(=O)(=O)c2ccccc2)CC1
→ 12	0	0	-1	0.0	-26	2	-0.3
COc1ccc(S(=O)(=O)N(C)C[C@@H]2OCCCC[C@H](C)Oc3ccc(NC(=O)C4CCCCC4)cc3C(=O)N([C@H](C)CO)C[C@@H]2C)cc1
→ -1	2	-18	0	-0.1	-2	2	0.0
Cn1cccc1C(=O)OCC(=O)NCc1cccs1
→ 5	-1	1	19	0.0	-4	-2	1.1
COc1ccc(OC)c(/C=N/N=C(\N)c2nonc2N)c1
→ -7	-1	2	-2	0.0	-10	-3	nt
CCN(CC(=O)Nc1ccc2c(c1)OCCO2)C(=O)/C=C/c1cccc(Br)c1
→ 4	-5	0	63*	-0.1	-10	-2	-1.8
O=C(CCC(=O)N(CC(=O)NC1CCCCC1)CC1CCCO1)Nc1nccs1 (configuration not stated)
→ nt	-2	2	nt	0.1	-7	-4	nt
COc1ccc(C2N(C(=O)N(C)C)CCN2S(=O)(=O)c2ccc(OC)cc2)cc1 (configuration not stated)
→ -4	-3	-9	0	0.0	-10	2	-0.3
COc1ccc2c3c([nH]c2c1)[C@H](CO)N(C)CC31CCN(C(=O)c2ccccc2F)CC1
→ nt	-8	7	nt	0.0	-27	1	0.0
CCCN(C(=O)Cn1nc(C)c([N+](=O)[O-])c1C)c1c(N)n(Cc2ccccc2)c(=O)[nH]c1=O
→ -8	3	6	nt	-0.1	-12	8	0.1
O=C(NC(=S)Nc1ccc2c(c1)OCCO2)c1ccccc1F
→ 3	3	-6	54*	0.0	-13	5	0.0
Cc1nnc(N2C(=O)C(=O)/C(=C(/O)c3ccc4c(c3)OCCO4)C2c2ccc([N+](=O)[O-])cc2)s1 (configuration not stated)
→ -3	4	-10	4	0.0	-16	4	nt
O=C(Nc1cccc(Cl)c1)N[C@H]1CC[C@@H](CCNC(=O)C2CCCC2)O[C@@H]1CO
→ 2	3	1	0	0.1	4	0	0.1
Cc1ccc(NC(=O)Nc2ccc3c(c2)CCC3)c(C)c1
→ -3	-6	-1	7	0.0	3	0	-0.2
O=C(O)c1ccc2c(=O)n3cc(C(=O)c4ccccc4O)cc(Cl)c3nc2c1
→ -3	4	1	nt	0.0	-19	-1	-1.2
C=CCOc1ccc(/C=C2\SC(=Nc3cccnc3)NC2=O)cc1
→ -3	1	11	9	1.0	-75	-4	0.3
COCC(=O)Nc1ccc2c(c1)OC[C@H](C)N(C(=O)C1CCCC1)C[C@H](C)[C@@H](OC)CN(C)C2=O
→ -7	nt	nt	-3	1.2	nt	nt	-0.3
CC(=O)c1c(C)[nH]c(C(=O)OCC(=O)NCCCc2ccccc2)c1C
→ -10	0	31	2	0.2	-15	1	nt
CSCCC(N=C1NS(=O)(=O)c2ccccc21)C(=O)NCc1ccccc1F (configuration not stated)
→ -8	1	-4	nt	-0.2	-8	3	-1.6
COc1ccccc1C(=O)NC(CCSC)C(=O)NCCCn1nc(C)cc1C (configuration not stated)
→ nt	0	-7	3	0.0	-9	3	nt
CN1CCN(C(=O)C[C@H]2CC[C@H]3[C@@H](COC[C@@H](O)CN3C(=O)Nc3ccc4c(c3)OCO4)O2)CC1
→ 11	-1	-17	21	0.2	-18	0	0.0
COCC(=O)Nc1ccc2c(c1)C(=O)N(C)C[C@@H](OC)[C@@H](C)CN(C(=O)c1cnccn1)[C@H](C)CO2
→ -5	-1	25	0	0.1	-3	-2	-0.2
Cc1cc(C(=O)OCC(=O)NC2CCC(C)CC2)c(C)o1 (configuration not stated)
→ 0	0	-5	2	0.7	-17	3	0.5
Cc1ccc(C(=O)CSc2nnc(COc3cccc(C)c3)o2)cc1
→ -5	4	0	3	nt	-7	-11	nt
Cc1cc(NC(=O)/C=C/c2ccccc2Cl)n(-c2nc3ccccc3[nH]2)n1
→ nt	-1	-2	nt	0.1	-2	2	nt

Compound profiles, from the list above. Order of screens: RAD54 branch | ERAP1 HTS inh | S100A4 MyoIIA | esBAF inh | Xi reactivation | RAD52 inh | ERp5 inh | E-selectin induc
CC(=O)c1c(C)[nH]c(C(=O)OCC(=O)NCCCc2ccccc2)c1C is listed with -10 | 0 | 31 | 2 | 0.2 | -15 | 1 | nt
Cc1ccc(C(=O)CSc2nnc(COc3cccc(C)c3)o2)cc1 is listed with -5 | 4 | 0 | 3 | nt | -7 | -11 | nt

Later entries.
Every second line gives: RAD54 branch	ERAP1 HTS inh	S100A4 MyoIIA	esBAF inh	Xi reactivation	RAD52 inh	ERp5 inh	E-selectin induc
CC1CCCC(NC(=O)CCNC(=O)c2ccccc2Cl)C1C (configuration not stated)
→ nt	4	-8	nt	0.0	-1	1	4.0
CC1=CS(=O)(=O)CC1SC(=S)N(C)C1CCS(=O)(=O)C1 (configuration not stated)
→ nt	-3	2	nt	0.1	1	0	nt
O=C(c1cc(Cl)cc(Cl)c1)N1CCC(=O)N(C(COCc2ccccc2)Cc2ccccc2)CC1 (configuration not stated)
→ -6	0	2	8	-0.3	0	2	0.7
CNc1nc(-c2ccc3c(c2)CCN3S(=O)(=O)c2ccccc2)c(C)s1
→ -10	0	0	-3	0.0	-36	4	nt
COc1cc2nc(Nc3cccc(F)c3)nc(N)c2cc1OC
→ 36	-7	0	8	0.1	61*	2	0.4
